Tau ThT inhib: blocks human tau fibril formation measured by thioflavin T; P10636; actives 2.1% (n = 270,000); Potency, µM (top dose mostly 57.4 µM), for inactives: top-dose activity, negative = inhibition, actives largely listed as inhibitors; recombinant tau K18 P301L, heparin-induced fibrillization, ThT fluorescence; also: nearly all actives have a fitted effect of over 55% in size
Target sequence (P10636 561-689 P618L limits assumed): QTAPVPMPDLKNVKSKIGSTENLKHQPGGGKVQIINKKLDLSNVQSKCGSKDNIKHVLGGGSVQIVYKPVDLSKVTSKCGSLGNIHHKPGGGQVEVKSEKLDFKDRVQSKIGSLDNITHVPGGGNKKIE
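ThT emission at 510 nm, taken 1 hr after adding 30 uM dye, quantifies aggregates formed when 20 uM heparin acts on human tau K18 P301L for 6 hr at 37 C.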
TRb-SRC2 inh: inhibitors of human thyroid hormone receptor beta-SRC2 interaction. AID 1469. P10828. TRbeta-SRC2 peptide binding, fluorescence polarization; receptor liganded with 1 µM T3. actives 0.065% (n = 280,000). Potency, µM (doses to about 106 µM), for inactives: at the highest dose activity change, negative = inhibition, most hits filed as inhibitors;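 also: plate controls were bound peptide for no effect and peptide without receptor for full effect; nearly all actives have a fitted effect of over 50% in size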
Target sequence (P10828 whole entry, looked up): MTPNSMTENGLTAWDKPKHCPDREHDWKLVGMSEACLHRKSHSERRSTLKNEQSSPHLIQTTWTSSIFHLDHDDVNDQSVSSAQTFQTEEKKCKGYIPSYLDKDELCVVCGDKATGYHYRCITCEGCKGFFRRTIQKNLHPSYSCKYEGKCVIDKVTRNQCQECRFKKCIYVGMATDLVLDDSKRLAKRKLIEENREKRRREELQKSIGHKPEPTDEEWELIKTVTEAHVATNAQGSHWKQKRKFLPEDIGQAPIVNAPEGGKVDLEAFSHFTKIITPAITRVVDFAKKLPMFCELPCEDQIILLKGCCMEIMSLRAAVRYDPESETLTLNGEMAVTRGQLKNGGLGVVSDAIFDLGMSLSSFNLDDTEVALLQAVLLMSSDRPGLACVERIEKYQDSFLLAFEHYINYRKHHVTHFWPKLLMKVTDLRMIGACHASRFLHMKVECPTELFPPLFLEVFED
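Quantitative HTS by FP: 0.6 uM TRb LBD, 20 nM labeled SRC2 20-mer, 1 uM T3, 5% DMSO; 5 hr ambient incubation; % activity per concentration and potencies from concentration series.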
L3MBTL1 block: blocks human L3MBTL1; AlphaScreen L3MBTL1–H3K9me1 peptide binding; Potency, µM (titrated, usually from 57.1 µM), inactives show top-dose activity, negative = inhibition, actives largely listed as inhibitors; actives 0.66% (n = 230,000); also: nearly all actives have a fitted effect of over 60% in size
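Read-out is AlphaScreen signal from streptavidin donor and nickel chelate acceptor beads (10 ug/mL final each) bridging L3MBTL1 (50 nM) and biotinylated K9-monomethylated H3(1-15) peptide (75 nM), after 30 min compound exposure at room temperature.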
TR SRC2 fluor cs: counter-screen for TRb-SRC2 inhibitors: fluorescence interference; TRb/SRC2 Texas Red total fluorescence interference; Potency, µM (highest dose often 106 µM), for inactives: at the highest dose fluorescence change, negative = quenching; AID 1479; actives 0.29% (n = 280,000); active = well fitted curve in either direction with a large enough effect; inconclusive = small, poorly fitted or top-dose-only effect
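Human TRb ligand-binding domain at 0.6 uM with 20 nM Texas Red SRC2 peptide in Tris buffer containing 1 uM T3 and 5% DMSO, incubated with compound 5 h at ambient temperature. Total fluorescence (555/632 nm) calculated as parallel + 2 × perpendicular.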
RECQ1 inh: inhibitors of human RECQ1 DNA helicase. P46063. RECQ1 DNA unwinding, red fluorescence kinetic read. Potency, µM (highest dose often 57.3 µM), for inactives: at the top dose activity, negative = inhibition, hits mostly inhibitors. actives 0.54% (n = 240,000). AID 2549;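 also: plate controls were vehicle for no effect and no enzyme for full effect; nearly all actives have a fitted effect of over 30% in size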
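RECQ1T1 50 nM; forked duplex (20 bp + 30-nt ss tails) 200 nM, ATP 2 mM final; pH 8.0, 2 mM MgCl2, 2.5 ug/ml poly(dI-dC); 15 min compound preincubation; discontinuous kinetic read over 2 h at RT.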
KDM4E inh: JMJD2E (human) inhibition | AID 2147 | B2RXH2 | actives 1.6% (n = 230,000) | JMJD2E catalytic domain, FDH-coupled NADH fluorescence (FDH is formaldehyde dehydrogenase) | Potency, µM (highest dose often 57.1 µM), inactives show at the top dose activity change, negative = inhibition, hits mostly inhibitors; active = well fitted inhibition curve with a large enough effect, not every such curve was filed as active; inconclusive = small, poorly fitted or top-dose-only effect, or another doubt; inactive = no such curve, though single readings can be large or run the other way;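 also: 0% = wells with enzyme and -100% = buffer wells without enzyme; nearly all actives have a fitted effect of over 50% in size; many of its hits are not listed in these tables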
Target sequence (B2RXH2 1-337 limits assumed): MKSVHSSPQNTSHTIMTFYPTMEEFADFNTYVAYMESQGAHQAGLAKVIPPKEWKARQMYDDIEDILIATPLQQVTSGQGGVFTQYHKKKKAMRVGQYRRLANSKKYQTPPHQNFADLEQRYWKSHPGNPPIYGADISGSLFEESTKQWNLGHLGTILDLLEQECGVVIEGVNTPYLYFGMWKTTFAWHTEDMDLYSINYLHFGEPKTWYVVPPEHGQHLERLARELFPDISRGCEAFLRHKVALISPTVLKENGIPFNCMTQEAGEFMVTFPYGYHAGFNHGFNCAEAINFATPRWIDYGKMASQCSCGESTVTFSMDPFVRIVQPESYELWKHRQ
Tau FP inhib: inhibitors of human tau fibril formation; actives 0.39% (n = 280,000); Potency, µM (highest dose often 57.7 µM), without a hit: top-dose activity, negative = inhibition, most hits filed as inhibitors; K18 P301L tau heparin fibrillization, Alexa594 FP, 6 h; also: nearly all actives have a fitted effect of over 55% in size
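K18 P301L tau (15 uM unlabeled/0.24 uM Alexa 594-labeled, final) + compound + heparin 20 uM final; 100 mM NaOAc pH 7; 6 hr 37 C; ThT 30 uM final added, 1 hr RT; FP ex 555/em 632 nm.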
GoLoco inh red: blocks human Gai1 binding to RGS12 GoLoco peptide, red readout; Gai1:RGS12 GoLoco peptide FP, rhodamine, 10 min; Potency, µM (highest dose often 61.6 µM), inactives show at the top dose activity, negative = inhibition, usual class: inhibitors; actives 0.44% (n = 230,000); active = well fitted inhibition curve with a large enough effect, not every such curve was filed as active; inactive = no such curve, though single readings can be large or run the other way; also: nearly all actives have a fitted effect of over 30% in size; many of its hits are not listed in these tables
Numbers without * were called inactive; i = inactive; ? = inconclusive; / = not tested or not shown; & = joins results of further samples; [ ] = remark or other dose. Unless noted, calls follow the shape of the dose curve; as a rule, active = well fitted curve in the direction sought with a large enough effect; inconclusive = small, poorly fitted or top-dose-only effect, or another doubt; inactive = no such curve, though single readings can be large; an effect the other way counts as inactive or inconclusive. Unless noted, % is scaled to controls: 0 for no effect and ±100 for the full control effect; potency is read from the fitted curve at half-maximal effect.

Below each SMILES – Tau ThT inhib	TRb-SRC2 inh	L3MBTL1 block	TR SRC2 fluor cs	RECQ1 inh	KDM4E inh	Tau FP inhib	GoLoco inh red
1) CCN(CC)S(=O)(=O)c1ccc(C)c(NC(=O)COC(=O)C=C(C)C)c1
    -2%	2%	-3%	-1%	-6%	2%	2%	0%
2) COc1ccc(NC(=O)CC(NCCc2ccccc2)C(=O)O)c(OC)c1 (stereo not given)
    -11%	0%	1%	2%	i	-5%	2%	/
3) COC(=O)CCS(=O)(=O)c1ccc(NC(C)=O)cc1
    -4%	-23%	/	0%	i	5%	4%	-4%
4) CC1=C(C(=O)OCc2ccccc2)C(c2ccc(C(C)(C)C)cc2)NC(=O)N1CCCCCC(=O)O (stereo not given)
    2%&-13%	-6%&12%	-10%	0%&1%	i	?	1%&4%	2%&8%
5) CCn1cc2nc(SCc3ccc(C)cc3)n(CCc3ccccc3)c(=O)c2n1
    -12%	5%	/	-2%	/	/	-1%	/
6) Cc1ccccc1C(=O)c1cccn1CC(=O)NCC1CCCO1 (stereo not given)
    -6%	0%	-4%	-5%	i	-2%	3%	/
7) COc1ccc([N+](=O)[O-])cc1NC1CCCCC1
    -13%	-3%	50%[activator]	-4%	i	-2%	5%	-7%
8) Cc1ccc(-n2c(CSc3nc(C)cc(C)n3)n[nH]c2=S)cc1
    -3%	-3%	4%	0%	-2%	-6%	1%	-23%
9) Cc1ccccc1CSc1nc2c(sc3ccccc32)c(=O)n1CCCOC(C)C
    -8%	8%	/	0%	/	/	3%	/
10) NS(=O)(=O)c1ccc(CCNC(=O)C2Cc3ccccc3CN2C(=O)c2ccco2)cc1 (stereo not given)
    -3%	4%	/	2%	i	2%	-1%	3%
11) Cc1ccc(C(=O)Nc2ccc(Br)cc2)cc1S(=O)(=O)Nc1ccccn1
    0%	2%	1%	11%	-5%	7%	0%	-6%
12) CCCCCc1cc(=O)oc2c(C(CCN3CCCC(C)C3)c3cc(OC)c(OC)c(OC)c3)c(OC)cc(OC)c12 (stereo not given)
    ?	-1%	/	-3%	i	?	-7%	4%
13) O=C(/C=C/c1ccc2c(c1)OCO2)Nc1cccnc1
    -15%	5%	-9%	-2%	i	?	0%	10%
14) CN1c2ccc(Cl)cc2-c2nc(SCC(=O)NCc3ccccc3)ncc2S1(=O)=O
    7%	2%	/	-1%	/	/	?	/
15) N#CC1=C(N)NC(SCC(=O)c2ccccc2)=C(C#N)C12CCCC2
    ?	6%	-3%	3%	-3%	-7%	14%	10%
16) COc1ccc2[nH]c(=O)c(C(c3nnnn3C3CCCCC3)N3CCN(C)CC3)cc2c1 (stereo not given)
    -4%	-4%	/	0%	13%	?	5%	-4%
17) O=C(COC(=O)c1cccc(Br)c1)NCCc1ccccc1
    -10%	6%	4%	-5%	-2%	-6%	-6%	-5%
18) CNS(=O)(=O)c1ccc(C)cc1
    -4%	-7%	/	-1%	10%	7%	-3%	8%
19) CCOC(=O)c1scc(-c2ccc(C)cc2)c1S(=O)(=O)N1CCN(c2ccccc2F)CC1
    -13%	-3%	/	?	/	/	-6%	/
20) CCCn1ccc2c(OCC(=O)Nc3ccc(F)cc3F)cccc2c1=O
    -7%	0%	/	-1%	/	/	-5%	/

Quoted from above: nos. 15–17
Below each SMILES – Tau ThT inhib	TRb-SRC2 inh	L3MBTL1 block	TR SRC2 fluor cs	RECQ1 inh	KDM4E inh	Tau FP inhib	GoLoco inh red
15) N#CC1=C(N)NC(SCC(=O)c2ccccc2)=C(C#N)C12CCCC2
    ?	6%	-3%	3%	-3%	-7%	14%	10%
16) COc1ccc2[nH]c(=O)c(C(c3nnnn3C3CCCCC3)N3CCN(C)CC3)cc2c1 (stereo not given)
    -4%	-4%	/	0%	13%	?	5%	-4%
17) O=C(COC(=O)c1cccc(Br)c1)NCCc1ccccc1
    -10%	6%	4%	-5%	-2%	-6%	-6%	-5%

Next records follow:
Below each SMILES – Tau ThT inhib	TRb-SRC2 inh	L3MBTL1 block	TR SRC2 fluor cs	RECQ1 inh	KDM4E inh	Tau FP inhib	GoLoco inh red
21) CCn1cnc2c(cnn2-c2ccccc2)c1=O
    -11%	-8%	-2%	0%	-1%	-12%	4%	-2%
22) CCOC(=O)N1CCN(c2ccc(C(C)=O)cc2F)CC1C (stereo not given)
    ?	-1%	8%	-1%	9%	-5%	6%	4%
23) CCCOc1ccc(-c2cc(C(F)(F)F)c(C#N)c(SCCC(=O)O)n2)cc1
    -16%	1%	/	-2%	/	/	1%	/
24) COc1cccc(-n2cnc(=O)c3cccnc32)c1
    -1%	-3%	5%	3%	-9%	5%	2%	-1%
25) COCCNC(=O)Cc1ccc(F)cc1
    3%	1%	3%	3%	-6%	3%	2%	16%
26) FC(F)(F)c1nnc(-c2ccccc2)nc1Sc1ccc(Cl)cc1
    ?	4%	3%	-5%	-16%	2%	-14%	-2%
27) CCN(CC)CCCNC(=O)c1ccc(-c2nc(CN3CCc4ccccc43)c(C)o2)cc1
    1%	1%	/	-4%	/	/	3%	/
28) O=C(CSCC(=O)NCc1ccco1)NCc1ccco1
    4%	8%	/	2%	-3%	10%	4%	-22%
29) COc1ccc(CCNC(=O)Cn2nnc3ccccc3c2=O)cc1
    -4%	-1%	3%	2%	-7%	-12%	-4%	/
30) COCCN(C(=O)CNC(=O)c1cccs1)C(C(=O)NC1CCCC1)c1cccs1 (stereo not given)
    -8%	2%	0%	0%	-7%	5%	-2%	12%
31) O=C(NCCN1C(=O)S/C(=C\c2cccnc2)C1=O)C1CC(=O)N(Cc2ccco2)C1 (stereo not given)
    -8%	-2%	1%	-3%	-13%	-4%	0%	12%
32) CCOC(=O)N1CCC(NC(=O)CCc2c(C)nc3nc(C)nn3c2C)CC1
    -7%	1%	/	-1%	-10%	10%	2%	-8%
33) C1=C(c2ccc(-c3ccccc3)cc2)Nc2ncnn2C1c1ccco1 (stereo not given)
    -5%	4%	0%	-5%	-5%	?	-4%	-4%
34) Cc1noc(C)c1COC(=O)c1ccccc1NC(=O)Cc1ccccc1
    -7%	-1%	12%	-3%	-16%	?	5%	-5%
35) CCOCC(=O)Nc1ccc(Br)c(C)c1
    -6%	-1%	7%	-2%	i	0%	0%	6%
36) Cc1cccc(C(=O)NNC(=O)CCn2nnc3ccccc32)c1
    -3%	5%	/	-4%	8%	2%	9%	-7%
37) COc1cccc2c1C(=O)c1ccc3ccccc3c1C2=O
    ?	0%	/	-6%	-6%	6%	?	2%
38) CCOC(=O)c1cc(=O)c2ccc(OCC(=O)Nc3ccccc3)cc2o1
    -13%	-4%	-1%	0%	-3%	-3%	-10%	2%
39) Clc1ccccc1-c1nnn(Cc2ccc(-c3nn[nH]n3)cc2)n1
    10%	-12%	-5%[11.4 µM]	-3%	0%	11%	3%	-3%
40) COc1ccc(Br)cc1/C=c1\sc2nc(-c3ccco3)nn2c1=O
    ?	8%	7.9µM*	-17%	8.9µM*	-8%	?	38%[activator]
41) COc1ccc(N/N=C(C)/C(=N/O)C(=O)Nc2ccccc2)cc1
    ?	4%	-3%	1%	-2%	0%	17%	-16%
42) COCCSc1ccccc1C(=O)Nc1ccccc1C#N
    -2%	-3%	3%	0%	i	7%	2%	6%
43) CCc1cccc(C)c1Nc1nn2c(=O)c3ccccc3nc2s1
    2%	-6%	/	-5%	/	/	0%	/
44) NCCCNc1ccc([N+](=O)[O-])cc1C(F)(F)F
    -5%	-7%[53 µM]	9%	-1%[53 µM]	1%	7%	-6%	0%
45) COC(=O)c1[nH]c2cc(C)ccc2c1NC(=O)CN1CCOCC1
    -8%	-4%	9%	-1%	-2%	?	4%	3%
46) Cc1cc(C)n2c(SCc3cccs3)nnc2n1
    13%	3%	-1%[11.4 µM]	-5%	-10%	2%	-2%	1%
47) Nc1nc(SCc2ccc(Cl)cc2Cl)ns1
    ?	-7%	7%	-1%	0%	11%	?	-9%
48) CN(C)S(=O)(=O)c1ccc(C(=O)Oc2coc(CSc3ncccn3)cc2=O)cc1
    ?	-2%	/	-1%	-3%	-14%	11%	-6%
49) CN(CCc1cn[nH]c1)C(=O)CC1C(=O)NCCN1Cc1ccccc1C(F)(F)F (stereo not given)
    -4%	5%[53 µM]	-14%	-2%[53 µM]	i	-6%	0%	7%
50) Cc1ccc(CSc2nc(-c3ccccc3C)nc3c2Cc2c(CO)cnc(C)c2O3)cc1
    -1%	10%	/	-1%	/	/	4%	/
51) Cc1cccc(NC2SC(=O)NC2=O)c1 (stereo not given)
    -7%	-5%	4%	1%	i	0%	-3%	-3%
52) Cc1c(Cl)cccc1NC(=O)C(=O)NCCc1csc(-c2cccc(F)c2)n1
    -9%	-2%	/	-2%	/	/	-8%	/
53) CC(=O)Nc1cc(C(=O)NCc2ccco2)ccc1Sc1ccc(Cl)cc1
    -3%	5%	4%	0%	-5%	-3%	4%	8%
54) CC1(C)CC(=O)C(CC(=O)Nc2ccc(S(N)(=O)=O)cc2)=C(O)C1
    -10%	-11%	-10%	-2%	i	-25%	0%	-2%
55) CC(C(=O)Nc1ccc(C#N)cc1)N(C)CC(=O)Nc1ccccc1Br (stereo not given)
    -4%	2%	-2%	-2%	i	-8%	1%	11%
56) CCOC(=O)C1=C(CSc2nncn2C)NC(=O)NC1c1cc(OCC)ccc1OCC (stereo not given)
    -5%	-19%	/	1%	i	0%	6%	1%
57) CN1C(C(=O)NCc2ccccc2)CC2Cn3c(nc4cc5ccccc5cc43)C21 (stereo not given)
    -12%	-2%	/	-1%	i	?	0%	0%
58) CCC(=O)Nc1nnc(SCC(=O)NCCc2ccc(OC)c(OC)c2)s1
    -2%	-7%	0%	-1%	i	9%	-4%	6%
59) COc1cccc(NC(=O)Cn2c(=O)c3cccn3c3ccc(F)cc32)c1
    1%	1%	/	-6%	/	/	-8%	/
60) CNC(=S)NNC(=O)c1sccc1C
    10%	10%	-7%	2%	8%	-10%	8%	16%
61) COc1cccc(NC(=O)CSc2ncnc3c2cnn3Cc2ccccc2)c1
    -12%	-16%	/	-1%	11%	7%	?	-10%
62) COc1ccccc1NS(=O)(=O)c1ccc(Cl)c(NC(=O)CN2C(=O)c3ccccc3C2=O)c1
    -2%	2%	-13%	-1%	-9%	2%	-9%	6%
63) Cc1c(CCO)c(=O)[nH]n1C(=O)c1c(F)cccc1F
    -3%	-6%	-6%	-5%	i	-2%	3%	-1%

Some of the compounds tested. The share of hits here may be higher or lower than overall.
